5HT1E antag = antagonists of human 5-HT1E serotonin receptor; P28566; CHO 5-HT1E Ga15 NFAT-bla reporter, FRET, antagonist; 65,000 tested, 0.99% active; inhibition, % at 6 µM;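 active means inhibition above a set limit, the mean inhibition across every tested compound plus 3 SD, cut at about 29% in these data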;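 further: signal is the 460 over 535 nm emission ratio of beta-lactamase substrate; 0% = agonist plus DMSO wells and 100% = wells without agonist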
Target sequence (P28566 whole entry, looked up): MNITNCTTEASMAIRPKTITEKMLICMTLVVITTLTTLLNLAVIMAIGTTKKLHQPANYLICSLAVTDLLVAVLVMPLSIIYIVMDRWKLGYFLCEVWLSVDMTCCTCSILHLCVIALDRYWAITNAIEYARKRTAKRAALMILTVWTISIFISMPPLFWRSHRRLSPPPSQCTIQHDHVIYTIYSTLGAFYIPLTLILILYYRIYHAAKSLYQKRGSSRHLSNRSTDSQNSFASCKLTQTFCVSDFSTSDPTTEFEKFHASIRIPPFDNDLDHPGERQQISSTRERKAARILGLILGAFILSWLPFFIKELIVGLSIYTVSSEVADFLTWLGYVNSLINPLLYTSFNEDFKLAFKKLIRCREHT
A340 absorber = compounds absorbing at 340 nm. compound absorbance at 340 nm, fold over control. fold change at 10 µM. 65,000 tested, under 10 active. AID 708;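 active means at 10 µM dose, initial 340 nm absorbance at least 2 fold that of control wells; inactive means change under 2 fold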;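 further: initial absorbance extrapolated from kinetic A340 decline of NADH oxidation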
S1P3 ag = S1P3 (human) receptor agonism. 60,000 tested, 0.1% active. activation, % at 4.5 µM. S1P3 NFAT-BLA reporter cells, FRET ratio; relative to 1 µM S1P, basal subtracted;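 active means activation above the screen-wide mean plus 3 SD, cut at about 4.5% in these data, passing the limit was not always enough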; further: some compounds called inactive have numbers as strong as hits
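material = human S1P3 NFAT-BLA reporter CHO cells | schedule = 4 h compound at 37 °C, 2 h substrate at RT | measured by = fluorescent BLA substrate, ex 405 nm, em 460/535 nm ratio | controls = 1 µM S1P reference | replication = primary once, confirmation triplicate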
5HT1E ag = agonists of human 5-HT1E serotonin receptor | P28566 | CHO 5-HT1E Ga15 NFAT-bla reporter, FRET; 0% DMSO wells, 100% control agonist wells | activation, % at 6 µM | 65,000 tested, 0.69% active | AID 574;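 active means activation above a set limit, the screen-wide mean activation plus 3 SD, cut at about 8.5% in these data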;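 further: 100% = positive control agonist at 1 µM giving full maximal response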
S1P1 ag pot = activates or potentiates agonism at human S1P1 receptor. S1P1 CRE-bla cells, forskolin, beta-lactamase FRET, potentiator mode; S1P1 agonist co-added at EC20, 2 nM; 100% = saturating reference agonist, 0% = basal. activation, % at 9.5 µM. 56,000 tested, 0.57% active. AID 449;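 active means activation above a cutoff set at the mean activation of all tested compounds plus 3 SD, cut at about 54% in these data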;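 further: forskolin at 4 µM as EC80 and the EC20 agonist is SEW2871; 100% = SEW2871 at its EC100 plus forskolin at EC80; some compounds past the cut are filed as inactive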
Target sequence (P21453 whole entry, looked up): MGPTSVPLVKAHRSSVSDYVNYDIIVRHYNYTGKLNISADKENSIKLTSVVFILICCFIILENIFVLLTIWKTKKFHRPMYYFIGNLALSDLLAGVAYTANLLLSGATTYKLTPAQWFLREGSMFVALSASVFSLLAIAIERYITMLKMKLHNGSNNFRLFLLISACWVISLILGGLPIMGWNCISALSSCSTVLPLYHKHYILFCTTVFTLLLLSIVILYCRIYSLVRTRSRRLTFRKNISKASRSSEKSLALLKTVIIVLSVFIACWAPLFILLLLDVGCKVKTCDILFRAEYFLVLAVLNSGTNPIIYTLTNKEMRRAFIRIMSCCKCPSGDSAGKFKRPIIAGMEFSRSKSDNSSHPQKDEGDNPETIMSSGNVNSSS
MMP-13 inhibitor = blocks human MMP13 activity; AID 570; 65,000 tested, 0.07% active; inhibition, % at 4 µM; P45452; MMP-13 fTHP FRET cleavage, Mca fluorescence;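 active means inhibition above the mean of compound-free control plate wells plus 3 SD, cut at about 14% in these data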;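 further: 0% = DMSO wells and 100% = wells with reference MMP-13 inhibitor after basal subtraction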
5HT1a antag = 5-HT1a (human) receptor antagonism; P08908; CHO 5-HT1a Ga15 NFAT-bla reporter, antagonist mode; inhibition, % at 10 µM; 62,000 tested, 0.68% active; AID 612;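 active means inhibition above the mean of all tested compounds plus 3 SD, cut at about 43% in these data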;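 further: receptor stimulated by 5-CT agonist at 100 nM near EC80; beta-lactamase reporter measured by ratiometric fluorescence of a cleavable substrate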
Autofluor 339 = intrinsic fluorescence of library compounds, ex339/em460 – biochemical, MLSMR library, data from DPM-DC assay, artefact control, profiling panel. fluorescence fold increase at 10 µM. AID 709. compound autofluorescence, ex339/em460 nm, NADH buffer; active compounds read high; 1 = no-compound wells, NADH background. 65,000 tested, 5.5% active;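 active means at 10 µM, mean starting fluorescence two-fold or more over control wells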;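 further: signal is the first read of a kinetic run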
Her2 expr inh = Her2 kinase expression inhibition | P04626 | HER2 level % of control, % at 10 µM | SKBR-3 HER2 protein level, AlphaScreen, 18-24 h; active compounds read low | 65,000 tested, 0.69% active;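 active means HER2 level under 5% of the carrier-only control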;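 further: 100% = DMSO carrier and 0% = 500 nM PU-H71 HSP90 inhibitor; lower value means stronger loss of Her2 protein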
* marks the source's active call; other numbers are inactive results; x = no result given.

SMILES	5HT1E antag	A340 absorber	S1P3 ag	5HT1E ag	S1P1 ag pot	MMP-13 inhibitor	5HT1a antag	Autofluor 339	Her2 expr inh
O=C(Cc1c[nH]c2ccccc12)Nc1nc2ccccc2[nH]1	-1	1	0.5	0.3	-9	-4	22	1.3	96
NC(Cc1cccc2nsnc12)C(=O)O (configuration not stated)	4	1	2.5	-0.1	4	-6	-5	1.1	97
COCCCNc1nc2c(c(=O)[nH]c(=O)n2C)n1CCCc1ccccc1	5	1	-0.8	0.1	-4	3	-4	1.1	109
COC(=O)c1[nH]c2cccc(OC)c2c1NC(=O)CN1CCN(c2cccc(OC)c2)C(C)C1 (configuration not stated)	3	1.1	-0.7	0.7	8	-43	-7	3*	66
Oc1cc(Cc2ccccc2)cnc1CN1CCOCC1	7	1	0.1	-1.4	-22	6	3	1	103
Clc1ncn(C23CC4CC(CC(C4)C2)C3)n1	0	0.98	-0.5	-0.1	-26	1	-2	0.97	105
Cc1cc(C)nc(N2C(=O)CC(Cc3ccccc3)C2=O)n1 (configuration not stated)	8	1.1	-0.8	-0.3	-5	2	4	1.1	91
CCc1nnc(-n2nc(C)cc2-c2ccccc2)n1N	7	0.99	-1.1	0.4	1	-5	0	1.1	109
COc1ccc(-c2cn3cccnc3n2)cc1NC(=O)CC(C)C	7	1.1	x	0.1	x	-25	-3	5.2*	95
COc1ccccc1C(O)P(=O)(OC(C)C)c1ccc(N(C)C)cc1 (configuration not stated)	16	0.99	-1.0	-0.1	16	-3	1	1	106
Cc1ccc(S(=O)(=O)N2CCN(C(=O)c3ccc(OCc4c(C)noc4C)cc3)CC2)cc1	1	0.99	0.0	-0.3	20	-3	6	1.1	98
COc1ccc(NC(=O)Cn2cnc3c(cnn3-c3ccc(C)c(C)c3)c2=O)c(OC)c1	15	0.98	-1.7	0.2	-20	10	8	1.1	61
CCOC(=O)N1CCN(C(=O)CSc2nnc(-c3ccc(C(C)(C)C)cc3)o2)CC1	1	1	-0.6	1.0	2	5	-9	1.1	73
COC(=O)CSc1nnc(-c2sc3cc(OC)ccc3c2Cl)n1C	-1	1	0.5	0.5	-31	3	8	1.1	68
CC(c1ccccc1)n1cc(C(=O)NCC2CCCO2)nn1 (configuration not stated)	-14	1	x	1.0	x	1	-2	1.1	48
COc1ccc(C(=O)Nc2nccs2)cc1OC	-6	1.1	-1.9	-0.7	-32	5	2	1.1	74
Cn1c(CN2CCOCC2)nc2cc(NC(=O)c3ccc(Cl)cc3)ccc21	8	1	-0.9	0.6	3	-2	-3	1.1	89
COc1ccc(-n2nc(C(=O)N3CCCCC3)c3ccccc3c2=O)cc1	0	1	-0.1	-0.4	-8	-1	5	1.1	108
CC1Cc2cc(/C(O)=C3/C(=O)C(=O)N(CCN4CCOCC4)C3c3cccc(O)c3)ccc2O1 (configuration not stated)	0	1	-1.3	0.0	-13	-10	-6	1	75
COc1ccc(CN(C(=O)CNC(=O)c2ccco2)C(C(=O)NC2CCCC2)c2ccco2)cc1 (configuration not stated)	-2	1	-0.8	-0.1	-3	0	5	1.1	90
COc1ccc2cnn(-c3ccccc3C)c(=O)c2c1OC	-6	1	-2.3	0.0	-18	-4	x	1.1	65
CCOC(=O)C1CCN(C(=O)CSc2ccccc2)CC1	-3	1	0.3	0.0	x	0	4	1.1	112
OC1(c2cccc(C(F)(F)F)c2)CCN(c2ncnc3c2[nH]c2ccccc23)CC1	15	1.1	-4.6	0.4	15	-51	x	1.6	34
O=C(C1CCCN(S(=O)(=O)c2cccc3nsnc23)C1)N1CCc2ccccc2C1 (configuration not stated)	-10	1	-0.1	1.3	19	0	-3	1	68
CN(C)CCN1C(=O)C(=O)/C(=C(/O)c2ccc(F)cc2)C1c1ccccc1 (configuration not stated)	6	1.1	0.9	-0.7	-2	5	-4	1.1	106
COc1cc(-c2nn3c(-c4cccc(C)c4)nnc3s2)cc(OC)c1OC	20	1.1	1.0	1.8	-58	1	-12	1.8	81
CN(Cc1ccc(OC(F)F)cc1)C(=O)c1ccc2nccnc2c1	-9	1	-0.3	-0.8	11	6	5	1.1	129
Cc1ccc(Cn2ccc(NC(=O)c3cc(CC(C)C)on3)n2)cc1	-11	1.1	0.5	0.8	4	0	6	1.3	113
Cc1cccc(N2C(=O)CC(N3CCN(Cc4ccc(Cl)cc4)CC3)C2=O)c1 (configuration not stated)	-13	0.97	-5.6	-1.1	2	1	x	1	71
CC1CCN(c2nc3ccccc3nc2C(C#N)S(=O)(=O)c2ccccc2)CC1 (configuration not stated)	-6	1.1	x	-0.1	x	1	3	1.3	80
CCOc1ccc(CC(=O)Nc2ccc(S(=O)(=O)Nc3cc(C)on3)cc2)cc1OCC	-6	0.99	-0.7	0.3	-4	-4	-6	1.1	97
CC1CCCCC1NC(=O)CCCc1nc2ccccc2c(=O)[nH]1 (configuration not stated)	-8	0.98	0.2	0.4	-15	4	-7	1	107
CC1(C)CC(=O)c2cc(C(=O)NCc3ccco3)c(=O)n(-c3ccccc3)c2C1	15	1.1	-1.0	0.4	4	-2	-11	1.1	75
CCOC(=O)c1oc2ccccc2c1NC(=O)COc1cccc(OC)c1	-2	1.1	0.5	-0.1	2	0	5	2.9*	93
COc1ccc2c(CN(C)c3ccccc3)cc(=O)oc2c1	3	1	0.5	-0.1	19	-43	-1	1.5	87
COc1ccc(-n2nc(C(=O)Nc3ccc4c(c3)OCO4)c3ccccc3c2=O)c(OC)c1	-11	1	-0.1	-0.4	-32	-3	-5	1.1	34
COc1ccc(Cl)cc1NC(=O)CN1C(=O)CSC1=O	11	0.98	-0.7	0.1	-50	0	9	1.1	101
O=C(c1ccccc1)N1CCN(c2ccc(NCc3ccc4c(c3)OCO4)cc2)CC1	15	1	-0.4	-0.5	10	-2	6	1.1	101
CCn1c(=N)n(CC(O)c2ccco2)c2ccccc21 (configuration not stated)	11	1.1	-0.7	-1.0	10	-5	2	1	95
Cc1ccc2ncnc(NCCCN3CCOCC3)c2c1	-1	1	-0.3	0.2	-24	0	7	0.96	70
Cc1ccc(S(=O)(=O)NC(=NCC(=O)O)c2ccccc2)cc1	6	1	-0.9	-0.2	-24	4	6	1.1	113
O=C(NCc1cccs1)C1CCCN(S(=O)(=O)c2ccc(Br)s2)C1 (configuration not stated)	4	1	x	-0.7	x	6	-14	1.1	78
CC(C)N1C(=O)CCC1C(=O)NCCc1ccc(Cl)cc1 (configuration not stated)	-10	1	-0.5	1.6	11	7	-1	1.1	99
O=c1c(O)c(-c2cccs2)oc2ccccc12	8	1.2	-0.8	0.0	0	3	6	3.7*	10
CCOC(=O)c1c(CN2CCN(C)CC2)oc2ccc(O)cc12	-8	0.98	-0.3	2.0	-19	5	-12	1.1	111
C=CCOC(=O)C1=C(C)OC(N)=C(C#N)C1c1c(C)nn(-c2ccccc2)c1Cl (configuration not stated)	-2	1	-0.3	0.7	18	1	10	1.1	87
CCOC(=O)c1c(C)n(C)c2ccc(OC)c(NC(=O)CCN3CCSCC3)c12	2	0.99	-3.8	-0.8	10	6	x	1	168
COc1ccc(NC(=O)C2CCCN(S(=O)(=O)c3cccc4cccnc34)C2)cc1OC (configuration not stated)	8	1	-1.2	-0.4	-44	1	1	1	144
CN1CCc2nc(NC(=O)c3cccc(S(=O)(=O)N4CCc5ccccc54)c3)sc2C1	-3	1.1	0.7	0.4	-1	2	-5	1.1	82
COCCCNS(=O)(=O)c1ccc2c3c(cccc13)C(=O)S2	-7	1.1	x	-1.9	x	0	5	1.5	103
COc1cccc(C(=O)Nc2cccc(-c3nc4ncccc4o3)c2C)c1	-7	1	-0.8	-0.3	-35	2	-15	1.1	87
CN1C(=S)SC(N(O)C(=O)NC2CCCCC2)C1(C)C (configuration not stated)	-3	1.1	-1.7	-1.0	-10	0	-2	1.1	105
C=CCSC1=C(C#N)C(c2ccccc2Cl)CC(=O)N1 (configuration not stated)	-2	1	-1.1	0.6	-19	4	-8	1	119
CC(=O)NC(CCS(C)(=O)=O)C(=O)Nc1ccc2c(c1)OCO2 (configuration not stated)	6	1	-0.9	1.6	-9	3	-10	1.1	100
CCN(CC)c1ccc(NC(=O)c2cccc(OC)c2)c(C)c1	1	1	-1.1	0.3	0	0	18	1.1	x
Cc1nc2ncnn2c(C)c1CCC(=O)NC(C)c1ccc2c(c1)OCCO2 (configuration not stated)	3	1	-0.5	0.3	-6	1	0	0.98	90
COc1ccc(S(=O)(=O)Nc2ccccc2C(F)(F)F)cc1	-2	1.1	-0.8	0.1	21	12	-5	1.1	109
Cc1ccccc1OCCCC(=O)Nc1ccc(N2CCOCC2)cc1	6	1	-0.7	-0.9	-1	-1	-2	0.75	113
Cc1ccc(CNC(=O)C2CNc3cc(C)ccc3O2)cc1 (configuration not stated)	-6	1	0.6	-0.9	15	0	5	1.1	118
Cc1cc(NCc2ccc3c(c2)OCO3)n2nc(C)nc2n1	-3	1	-0.7	0.5	-5	4	-10	1.1	105
(more compounds)
SMILES	5HT1E antag	A340 absorber	S1P3 ag	5HT1E ag	S1P1 ag pot	MMP-13 inhibitor	5HT1a antag	Autofluor 339	Her2 expr inh
CNc1oc(Cc2ccccc2)nc1S(=O)(=O)c1ccccc1	-3	1.1	0.1	-0.9	8	2	2	1.1	103
COc1ccc(S(=O)(=O)N[C@H](C(=O)N2CC[C@@]3(O)CCCC[C@H]3C2)c2ccccc2)cc1	1	1	-0.4	1.1	3	0	-2	1.1	105
COC(=O)c1[nH]cnc1C(=O)c1ccccc1	14	1	-0.4	-0.5	-6	3	-2	1.1	90
COc1ccc(N2C(=O)[C@@H]3Cc4ccccc4CN3C2=O)cc1	1	0.98	0.3	-0.6	-1	-1	0	1.1	109
COc1ccc(OC)c(NC(=O)CSc2nc3c(c(=O)n(C)c(=O)n3C)n2C)c1	18	1	1.5	1.4	-38	4	-3	1.1	128
COc1ccc(C(N)CCc2ccc(C)o2)cc1 (configuration not stated)	-3	0.99	-1.0	1.3	-42	4	-2	1.1	98
CCOC(=O)C(C)n1cnc2c(nnn2-c2ccc(C)cc2)c1=O (configuration not stated)	2	1	-0.6	-0.4	-23	1	3	1.1	136
NC(=O)c1c(NC(=O)CSc2nnc(Cc3ccccc3)n2Cc2ccco2)sc2c1CCC2	2	1	-0.5	1.9	17	-18	1	1.1	72

Screens from PubChem.
